PI5P4Ka inh: PI5P4K alpha (human) kinase inhibition; P48426; PI5P4Kalpha enzyme, ADP-Glo luminescence, 60 min; stronger effect = lower value; max response, %; 1.2% of 330,000 active; AID 652105; active means max response of -50% or lower; inconclusive means between -30% and -50%; inactive means -30% or higher; further: value at the top dose of about 77 µM; on the % scale 0 is the no-effect control and ±100 the full control effect
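ADP-Glo luminescence end-point read after a 60 min room-temperature kinase reaction of PI5P4Kalpha plus substrate, initiated with ATP at 5 microM final. Buffer: 0.038 M HEPES pH 7.4, EGTA, 0.1% CHAPS, 5% DMSO.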
HEK293 tox: cytotoxicity counter-screen for GLP-1 receptor inverse agonists; AID 624418; 0.13% of 410,000 active; HEK293 cAMP-luciferase reporter cells, luminescence, 24 h; Potency, µM (top dose mostly 38.3 µM), for the others: at the highest dose activity change, negative = inhibition, most hits filed as inhibitors;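 further: loss of luciferase light is scored as toxicity; potency means the concentration at half of the fitted maximal effect; on the % scale 0 is the no-effect control and ±100 the full control effect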
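A 23 nL compound transfer followed 12 hours of cell culture at 37 deg C; exposure then lasted 24 hr. Luciferase assay detection reagent was dispensed and plates read for luminescence after a 12 min room-temperature wait.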
WRN inhibitor: blocks human WRN helicase. Q14191. Potency, µM (doses to about 114 µM), inactives show at the highest dose activity change, negative = inhibition, hits mostly inhibitors. AID 651768. 0.46% of 360,000 active. WRN helicase unwinding, fluorescent forked duplex, kinetic; further: potency means the concentration at half of the fitted maximal effect; on the % scale 0 is the no-effect control and ±100 the full control effect; nearly all actives have a fitted effect of over 55% in size
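Enzyme (20 nM final) and test compound sit together 15 min at room temperature before substrate addition. Substrate is a single-forked duplex oligonucleotide (100 nM) labelled with fluorophore and quencher, with 2 mM ATP; helicase unwinding raises red fluorescence, read kinetically.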
PLK1 PBD block: inhibitors of human PLK1 polo-box domain binding. P53350. Plk1 PBD binding of FITC phosphopeptide, fluorescence polarization. Potency, µM, for inactives: max response, negative = inhibition, usual class: inhibitors. 2.8% of 360,000 active; further: potency means the concentration at half of the fitted maximal effect; series mostly up to about 57 µM; on the % scale 0 is the no-effect control and ±100 the full control effect; nearly all actives have a fitted effect of over 65% in size
Target sequence (P53350 whole entry, looked up, the tested form may be a part): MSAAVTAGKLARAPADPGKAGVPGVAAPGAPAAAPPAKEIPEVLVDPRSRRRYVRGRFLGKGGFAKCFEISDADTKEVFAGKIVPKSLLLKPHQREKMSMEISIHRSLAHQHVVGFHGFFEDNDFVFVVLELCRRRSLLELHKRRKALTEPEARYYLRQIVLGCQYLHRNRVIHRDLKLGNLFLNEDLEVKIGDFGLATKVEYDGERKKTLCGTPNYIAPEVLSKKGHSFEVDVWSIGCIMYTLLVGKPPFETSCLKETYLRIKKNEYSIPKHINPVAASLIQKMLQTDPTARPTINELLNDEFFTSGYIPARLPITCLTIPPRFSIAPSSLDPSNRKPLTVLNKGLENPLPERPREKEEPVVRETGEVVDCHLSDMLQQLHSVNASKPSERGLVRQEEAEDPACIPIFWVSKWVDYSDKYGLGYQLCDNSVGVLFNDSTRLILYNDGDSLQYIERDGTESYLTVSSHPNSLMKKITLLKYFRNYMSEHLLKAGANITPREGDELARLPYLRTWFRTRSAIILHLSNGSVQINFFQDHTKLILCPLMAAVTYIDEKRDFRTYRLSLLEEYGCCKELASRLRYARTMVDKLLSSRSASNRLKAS
IL2 activator: activates IL-2 in a cell-based reporter assay; IL-2 activation reporter assay, cell-based qHTS; stimulated with anti-CD3/CD4/CD28 beads; in transgenic mouse T cells; activation, % (series mostly up to about 46 µM); 0.065% of 360,000 active; in the data active means activation above about 50%; inconclusive means mostly about 30% to 49%; further: 0% is about no effect
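Unstimulated transgenic mouse T cells; 60-min compound exposure; bead-based TCR/CD4/CD28 stimulation; 18 h culture, 37 degrees C; dual fluorescence (EGFP, DsRed) plate cytometry.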
D3 ag: activates the human D3 dopamine receptor; max activation, %; P35462; D3R DiscoveRx beta-arrestin cells, luminescence, 90 min; AID 652048; 0.58% of 410,000 active; in the data active means max activation above about 30%; further: 0% is about no effect; mostly tested at two doses, the higher about 12 µM
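Agonist mode: compounds and dopamine controls were applied to plated cells for 90 min at 37 degrees C after an overnight attachment at 1500 cells/well. Luminescent read-out followed 30 - 60 minutes at room temperature with DiscoveRx detection reagent.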
GLP1R ag: activates the human GLP-1 receptor; HEK293 GLP-1R CRE-luciferase, luminescence, 4-6 h; cells express a hypersensitive GLP-1R form; Potency, µM (top dose mostly 45.6 µM), for the others: at the top dose activation, actives largely listed as activators; 0.007% of 380,000 active; AID 624172; further: potency means the concentration at half of the fitted maximal effect; % of control where 0% means no effect
Target sequence (P43220 whole entry, looked up): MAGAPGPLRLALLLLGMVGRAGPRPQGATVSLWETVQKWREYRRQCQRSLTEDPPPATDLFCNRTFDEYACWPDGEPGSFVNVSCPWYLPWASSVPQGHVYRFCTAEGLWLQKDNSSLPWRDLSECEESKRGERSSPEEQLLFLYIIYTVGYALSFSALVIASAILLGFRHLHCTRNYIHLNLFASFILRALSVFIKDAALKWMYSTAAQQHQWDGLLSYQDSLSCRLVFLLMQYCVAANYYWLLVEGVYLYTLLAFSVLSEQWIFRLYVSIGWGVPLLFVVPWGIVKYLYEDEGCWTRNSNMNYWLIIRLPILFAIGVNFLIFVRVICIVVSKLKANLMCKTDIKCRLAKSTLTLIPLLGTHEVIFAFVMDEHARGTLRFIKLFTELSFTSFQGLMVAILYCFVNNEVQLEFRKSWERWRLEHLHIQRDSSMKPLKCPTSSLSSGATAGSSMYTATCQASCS
GLP1R inv ag: GLP-1 receptor (human) inverse agonism; P43220; HEK293 GLP-1R CRE-luciferase, luminescence, 24 h; GLP-1R form is constitutively active; Potency, µM (series often up to 38.3 µM), inactives show at the highest dose activity change, negative = inhibition, hits mostly inhibitors; 1.6% of 410,000 active; AID 624417; further: potency means the concentration at half of the fitted maximal effect; on the % scale 0 is the no-effect control and ±100 the full control effect; nearly all actives have a fitted effect of over 55% in size
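qHTS in 1536-well format: reporter HEK293 cells expressing constitutive GLP-1R activity in DMEM + 10% Nu serum, 24 hr with compounds at 37 deg C, luminescence read after 12 min with detection reagent.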
D3 antag: blocks the human D3 dopamine receptor. D3R cells, DiscoveRx beta-arrestin luminescence, antagonist mode; stronger effect = lower value. P35462. AID 652054. max response, negative = inhibition, %. 2.5% of 360,000 active; in the data active means max response below about -50%; inconclusive means no clear call, values can overlap the other calls; further: on the % scale 0 is the no-effect control and ±100 the full control effect; mostly tested at two doses, the higher about 12 µM
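Cells expressing the human receptor were seeded at 1500 cells/well, incubated overnight at 37 degrees C in 5% CO2, then exposed to library compounds with dopamine controls for 90 minutes at 37 degrees C before luminescent detection.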
* marks the source's active call; other numbers are inactive results; ? = inconclusive; . = not tested or not shown; & = joins results of further samples; ! = a repeat was not active; [ ] = remark or other dose. Unless noted, the call rests on the fitted dose curve; in most records, active means well fitted curve in the direction sought with a large enough effect; inconclusive means small, poorly fitted or top-dose-only effect, or another doubt; inactive means no such curve, though single readings can be large; an effect the other way counts as inactive or inconclusive.

SMILES	PI5P4Ka inh	HEK293 tox	WRN inhibitor	PLK1 PBD block	IL2 activator	D3 ag	GLP1R ag	GLP1R inv ag	D3 antag
O=C1CSc2ccc(S(=O)(=O)N3CCN(c4ccccc4F)CC3)cc2N1	-2	-6%	-11%	-1%	-0.7	-1	18%	?	-2
O=C(O)c1cc(S(=O)(=O)N2CCN(C(=O)c3ccco3)CC2)c(Cl)cc1Cl	9	-1%	-15%	1%	-0.2	-5	0%	1%	0
O=[N+]([O-])c1ccc(CN2CC(N3CCCC3)CS2(=O)=O)cc1 (stereo unspecified)	-1	1%	6%	6%	-3.0	1	6%	11%	3
CCCCNC(=S)N1CCN(c2nc3ccccc3s2)CC1	-1	-1%	-3%	-7%	-0.3	-8	6%	?	-19
COc1ccc(C(CNC(=O)c2oc3ccc(C)cc3c2C)N2CCCCC2)cc1 (stereo unspecified)	-5	4%	4%	-10%	-4.1	-15	-6%	?	-104*
CC(C)C(NS(=O)(=O)c1ccccc1)C(=O)N1CCCC1 (stereo unspecified)	0	-3%	-31%	-7%	-0.1	-6	6%	-3%	-14
c1ccc2c(C3=NNC(=NC4CC4)SC3)c[nH]c2c1	-20	-12%	-24%	-16%	-2.4	2	-16%	?	-9
O=C(COC(=O)c1cccnc1Nc1cccc(C(F)(F)F)c1)NCc1ccc2c(c1)OCO2	8	-3%	-7%	-1%	0.5	9	-2%	14%	2
CN(C(=O)c1nn(C)c2c1CSc1ccccc1-2)c1ccc(F)cc1	0	-6%	0%	-18%	3.7	-16	3%	?	-12
CCN(CC)CCCNC(=O)CCC(=O)NNc1nc2ccccc2c2nc(C)nn12	-5	7.9µM*!	-18%	-3%	1.2	0&1	-6%&1%	-7%&10%	22
CCN1CCN(S(=O)(=O)c2ccc(OC)c(NC(=O)c3ccccc3F)c2)CC1	-1	-3%	-8%	-4%	-3.0	-6	3%	-25%	-8
CCCCN(C)CCNC(=O)c1nn(-c2ccc(OC)cc2)c(=O)c2c1c1ccccc1n2C	0	18%&5%	9%	-10%	-0.8	-6&1	0%	-22%&-10%	-11
O=S1(=O)N=C(N(CCO)/N=C/c2ccncc2)c2ccccc21	-4	0%	?	-25%	-0.4	3	6%	17%	3
O=C(N/N=C/C(Br)=C/c1ccccc1)C1CC1	-8	-2%	-5%	-12%	-6.9	12	11%	91%[activator]	4
COc1ccc(CCNC(=S)NCc2ccc(Cl)c(Cl)c2)cc1OC	8	15%[7.66 µM]	-15%	0%	0.0	-1	14%	2%[7.66 µM]	4
CCOc1cccc(NC(=O)C2CCCN(S(=O)(=O)c3ccc(-n4cnnn4)cc3)C2)c1 (stereo unspecified)	4	-29%	-5%	4%&-3%	4.0	1	6%	2%	4
C=CCn1c2ccccc2c2nnc(SCC(=O)Nc3c(C)n(C)n(-c4ccccc4)c3=O)nc21	2	-2%	1%	-7%	0.7	0	16%	56%[activator]	13
O=C(Nc1cccc([N+](=O)[O-])c1)N1CCc2ccccc2C1	1	-10%	-8%	-12%	-1.2	-18	8%	-24%	-25
CCCC(=O)N/N=C1\CS(=O)(=O)N(C)c2ccsc21	0	14%	-5%	-9%	0.7	3	8%	9%	3
C=CC[C@]12C=C(OC)C(=O)C=C1O[C@@H](c1ccc3c(c1)OCO3)[C@H]2C	-1	1%	9%	8%	1.2	-31	9%	12%	-12
O=C(O)c1ccc(CSc2nnnn2C2CCCCC2)cc1	-3	-13%	7%	-9%	-2.3	4	-9%	13%	3
CCN1C(=O)/C(=C/c2nc3ccccc3c(=O)n2-c2ccc(C)cc2)c2ccccc21	-4	-1%	-33%[57.1 µM]	-8%	-1.9	-6	-10%	?	-8
CSCC(O)Cn1[nH]c(=O)c2cc(Cl)c(Cl)cc2c1=O (stereo unspecified)	0	8%	-1%	-6%	-4.0	-6	8%	20%	-1
Cc1ccc(C)c(NC(=O)CSc2ncnc3nc[nH]c23)c1	.	1%	0%	-4%	2.3	8	-1%	6%	23
N#CCC(=O)Nc1ccc(C(=O)NCc2ccccn2)cc1	6	-4%	1%	-2%	0.8	-1	13%	6%	-5
O=C(CN1CCC(O)(c2ccc3c(c2)OCO3)CC1)OC1CCCCC1	.	5%	13%	1%	-2.1	-7	1%	-10%	1
Cc1ccc(S(=O)(=O)N2CCCN(Cc3nc4ccccc4c(=O)[nH]3)CC2)cc1	6	8%	-9%	-5%	-1.4	0	9%	-41%	0
CC1=C(C(=O)N2CCOCC2)CC(CC(=O)NCC2CCCCC2)C(=O)N1Cc1ccc(F)cc1 (stereo unspecified)	1	6%	5%	6%	-2.7	-6	28%	4%	-11
CCN(CC)C(=O)c1ccc(O)c(OC)c1	4	0%	2%	-4%	0.7	-21&6&2	-3%	-19%	-18
COc1ccccc1NC(=O)CCC(=O)Nc1nnc(C2CCCCC2)s1	3	8%	-6%	-6%	-0.5	-2	-6%	-26%	1
CCCCCCCCN1C(=O)[C@H](CC(=O)NCCCOC)C[C@@]2(C(=O)OC)CCCCC=C12	-1	2%	-1%	-4%	-0.5	-7	12%	?	5
O=C(Nc1ccc(Cl)cc1)C1Cc2c(-c3ccccc3Oc3ccccc3)ccnc2O1 (stereo unspecified)	15	-4%	-9%[57.1 µM]	2%	-0.1	3	-5%	?	34
O=C(CCN1C(=O)C2CC=CCC2C1=O)Nc1nccs1 (stereo unspecified)	-2	-3%	8%	-11%	-3.6	-1	2%	7%	-4
CC(=O)N1CCC(C(=O)Nc2ccc(S(=O)(=O)N3CCCC(C)C3)cc2)CC1 (stereo unspecified)	2	10%	6%	-8%	0.0	-15	3%	-24%	-27
CN1C(N)=NC(=O)/C1=C\c1ccc(Br)cc1	3	-11%	3%	-12%	0.3	-4	-2%	-4%	-2
CCC(=O)Nc1nnc(SCC(=O)NCc2ccc3c(c2)OCO3)s1	-6	-2%	-17%	-1%	-1.2	6	-8%	10%	-14
CCC1(c2ccc(F)cc2)NC(=O)N(CC(=O)c2cc(C)n(C3CC3)c2C)C1=O (stereo unspecified)	-4	21%	-13%	-1%	0.6	0	-2%	?	10
COc1ccnc(Oc2ccc(F)cc2)c1C(=O)N/C=N/OCc1c(Cl)cccc1Cl	.	4%	-10%	-7%	1.1	-4	7%	10µM*	-19
COc1ccc(C(=O)Nc2ccc(Cn3ccnc3)cc2)cc1OC	-9	1%	16%	-3%	-2.2	1	5%	18%	3
CCCCSc1nnc2n(CCc3ccccc3)c(=O)c3c4c(sc3n12)COC(C)(C)C4	6	51%	-6%	-7%	0.4	5	5%	-15%	-14
COCCN(C(=S)Nc1cccc(C)c1)C(C)c1cccnc1 (stereo unspecified)	7	11%	-3%	1%	-0.8	-18	-1%	20%	-14
NC(=O)CC(NC(=O)Cc1ccc(Br)cc1)c1ccc(NCc2ccc(F)cc2)c([N+](=O)[O-])c1 (stereo unspecified)	-18	-14%	-1%	-1%	1.6	-3	10%	-18%	-1
CCOC(=O)Cc1csc(NC(=O)Nc2cccc(Cl)c2)n1	4	-18%	0%	-3%	-4.5	-4	11%	?	-1
O=c1[nH]c2ccc(Cl)cc2c(O)c1Cc1ccccc1	3	22%	5%[57.1 µM]	-8%	0.4	-1	0%	33%	-10
CCOC(=O)[C@H]1[C@H]2COc3cc(OC)ccc3[C@@H]2N2C(=O)N(c3cccc(Cl)c3)C(=O)[C@@]12C	14	-6%	-5%	-11%	-0.5	3	9%	?	-8
Cc1nc2ccccc2c(=O)n1NCc1cc(Br)cs1	.	3%	-18%	-12%	-0.3	15	2%	6%	10
Cc1c(Cc2ccc3c(c2)OCO3)sc(NC(=O)C2CC2)c1C(N)=O	-22	-8%	-27%	3.8µM*	-0.9	18	27%	-26%	10
CCOC(=O)C1=C(C)N(CC(C)C)C(=O)C1	-2	6%	1%	1%	-1.1	1	1%	4%	6
CC(C)C(=O)Nc1ccc(C(=O)NNC(=O)c2ccco2)cc1	.	2%	8%	-6%	-2.5	-5	-20%	-4%	-17
O=C(c1ccccc1)N1N=C(c2ccccc2)CC1c1ccccc1O (stereo unspecified)	-26	-29%	?	3.4µM*	-3.3	5	7%	11µM*	12
O=C(NC1CCCCC1)C(c1ccncc1)N(C(=O)c1csnn1)c1ccccc1 (stereo unspecified)	0	1%	-8%[57.1 µM]	-3%	0.3	-1	5%	6%	-3
C=CCn1c(CCNC(=O)c2cccs2)nnc1SCC(=O)c1ccc(Cl)cc1	.	6%	-6%	-15%	-2.0	-7	0%	-1%	11
C=CCCCCCCCC(=O)OC	1	3%	12%	-14%	2.0	-28	5%	-12%	-21
COc1cc(OC)cc(C(=O)NCCCCNC(=O)c2cc(OC)cc(OC)c2)c1	7	-9%	-4%	0%	-0.9	-6	10%	-4%	-4
Cc1cc(C)cc(-c2nnc(SCc3ccc(C(=O)O)cc3)o2)c1	-1	-3%	-7%	-22%	0.5	7	5%	77%[activator]	-20
COc1ccc(CC(=O)Nc2nc(C(C)(C)C)cs2)cc1	-9	-1%	0%	-7%	3.5	1	5%	?	0
COc1ccc(N2CCN(C(CNC(=O)C(=O)NCc3cccs3)c3ccco3)CC2)cc1 (stereo unspecified)	3	-6%	7%	?	-1.5	6	-1%	1%	10

Record cards, as listed above.
COCCN(C(=S)Nc1cccc(C)c1)C(C)c1cccnc1 (stereo unspecified) reads PI5P4Ka inh = 7; HEK293 tox = 11%; WRN inhibitor = -3%; PLK1 PBD block = 1%; IL2 activator = -0.8; D3 ag = -18; GLP1R ag = -1%; GLP1R inv ag = 20%; D3 antag = -14
CC(C)C(NS(=O)(=O)c1ccccc1)C(=O)N1CCCC1 (stereo unspecified) reads PI5P4Ka inh = 0; HEK293 tox = -3%; WRN inhibitor = -31%; PLK1 PBD block = -7%; IL2 activator = -0.1; D3 ag = -6; GLP1R ag = 6%; GLP1R inv ag = -3%; D3 antag = -14

Compound activity (PubChem BioAssay)
